MEP2-GFP yeast: modulators of MEP2-GFP levels in yeast, primary screen, S. cerevisiae, multiplex flow cytometry, MLPCN library | S. cerevisiae MEP2-GFP strain, 3 h; 100% = DMSO control level | GFP response vs DMSO, % at 10 µM | hit rate 0.51% among 330,000;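 active = GFP response versus DMSO above a set limit, roughly screen mean plus 3 SD, cut at about 180% in these data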;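 note: median GFP fluorescence of the barcode-gated MEP2-GFP cells per well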
LAP4 TOR yeast: modulators of LAP4-GFP expression in yeast, primary screen, S. cerevisiae, multiplex flow cytometry, MLPCN library; GFP response vs DMSO, % at 10 µM; hit rate 0.34% among 320,000; AID 2023, 2009; 3 h; median GFP as percent of DMSO wells;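 active = GFP response vs DMSO above a set limit, about the screen mean plus 3 SD, cut at about 150% in these data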
proCasp7 act: procaspase-7 activators, primary screen, counter-screen for procaspase-3 activator project, biochemical, absorbance, HTS, human | AID 463210, 2010 | recombinant procaspase-7, Ac-DEVD-pNA absorbance 405 nm; D23A/D198A/D206A triple mutant, cannot self-cleave; scale: DMSO 0, 5 µM enzyme 100 | activation, % at 8.5 µM | Caspase-7 (Homo sapiens), P55210 | hit rate 0.093% among 330,000;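 active = percent activation above the screen-wide mean plus 3 SD, cut at about 25% in these data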
Target sequence (P55210 whole entry D23A/D198A/D206A): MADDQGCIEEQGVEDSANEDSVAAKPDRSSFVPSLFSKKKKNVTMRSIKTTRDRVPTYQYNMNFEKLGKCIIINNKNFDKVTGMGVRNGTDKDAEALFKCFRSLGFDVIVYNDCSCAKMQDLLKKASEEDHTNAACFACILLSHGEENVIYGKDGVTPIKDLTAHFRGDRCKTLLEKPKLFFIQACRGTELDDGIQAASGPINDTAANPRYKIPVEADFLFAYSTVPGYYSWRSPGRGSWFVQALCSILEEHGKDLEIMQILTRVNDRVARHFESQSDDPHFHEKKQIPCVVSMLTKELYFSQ
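signal = Epi-absorbance of released pNA at 405 nm, two timepoints | assay system = Uncleavable procaspase-7 mutant enzyme | reagent = Ac-DEVD-pNA substrate, 400 µM as added | times = 1 h enzyme–compound preincubation and 2 h substrate reaction, both 25 °C | benchmarks = low DMSO alone, high DMSO plus 5 µM PC-7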
CR mimetic SO: reduction of superoxide in aged yeast, primary screen, HTS; hit rate 0.18% among 330,000; superoxide response (% of plate mean), % at 10 µM; S. cerevisiae aged cells, superoxide DHE fluorescence; stronger effect = lower value;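 active = superoxide response under a set limit, about three screen SD below normal, cut at about 65% in these data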;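 note: yeast aged for seven days with compound at 30 °C before DHE staining; 100% = average MFI of all compound-treated wells on the plate with controls excluded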
RPL19A-GFP yeast: RPL19A-GFP expression modulators in yeast, primary screen, cell-based, S. cerevisiae, multiplex flow cytometry, MLPCN. percent response vs DMSO, % at 10 µM. hit rate 0.3% among 330,000. AID 2025, 2009. S. cerevisiae RPL19A-GFP strain, 3 h; stronger effect = lower value;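 active = percent response vs DMSO below 50%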;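 note: median channel GFP fluorescence of the barcoded RPL19A-GFP strain; ratio of sample median GFP to plate DMSO average so 100% = DMSO; lower means less RPL19A-GFP as with rapamycin TOR inhibition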
proCasp3 act: activators of human procaspase-3 D3A mutant, primary screen, biochemical, absorbance, PC-3 D3A mutant, single concentration; Caspase-3 (Homo sapiens), P42574; recombinant procaspase-3 D3A, Ac-DEVD-pNA absorbance 405 nm; activation, % at 8.5 µM; hit rate 0.11% among 330,000; AID 463141, 2010;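 active = activation above the mean of all tested compounds plus 3 SD, cut at about 21% in these data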;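 note: 0% = DMSO alone and 100% = DMSO wells spiked with extra 5 µM PC-3 D3A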
Target sequence (P42574 whole entry D9A/D28A/D175A): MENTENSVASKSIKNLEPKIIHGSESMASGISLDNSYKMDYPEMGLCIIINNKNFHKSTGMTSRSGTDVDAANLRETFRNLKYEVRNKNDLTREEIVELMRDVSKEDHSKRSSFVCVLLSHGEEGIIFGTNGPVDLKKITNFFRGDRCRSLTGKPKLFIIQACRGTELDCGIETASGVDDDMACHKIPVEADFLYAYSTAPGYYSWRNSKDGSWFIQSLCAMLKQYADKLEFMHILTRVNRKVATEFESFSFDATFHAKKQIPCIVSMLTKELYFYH
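Test system: Procaspase-3 D3A mutant; medium: Zinc-free HEPES/NaCl buffer with 0.01% Triton X-100 at pH 7.4; reagent: DEVD-pNA substrate; doses: one concentration, 8.5 µM nominal, 0.8% DMSO; times: 1 h preincubation plus 2 h reaction at 25 °C; signal: Epi-absorbance at 405 nm of released p-nitroaniline, 0 and 120 min; replicates: singlicate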
JMJD2C inh: inhibitors of GASC-1 histone demethylase, primary screen, biochemical, fluorescence, DELFIA europium | GST-JMJD2C(1-420) H3K9me3 demethylation | inhibition, % at 2.35 µM | hit rate 0.069% among 330,000 | AID 2099, 2009;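 active = more than half of a compound's replicate wells show inhibition beyond 50%, single wells judged on their own value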;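 note: signal counts dimethyl H3K9 product captured on neutravidin plate; 0% = median of DMSO wells and 100% = 0.3 times that DMSO median; strong numbers were not always called active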
Target sequence (Q9H3R0 1-420 limits assumed): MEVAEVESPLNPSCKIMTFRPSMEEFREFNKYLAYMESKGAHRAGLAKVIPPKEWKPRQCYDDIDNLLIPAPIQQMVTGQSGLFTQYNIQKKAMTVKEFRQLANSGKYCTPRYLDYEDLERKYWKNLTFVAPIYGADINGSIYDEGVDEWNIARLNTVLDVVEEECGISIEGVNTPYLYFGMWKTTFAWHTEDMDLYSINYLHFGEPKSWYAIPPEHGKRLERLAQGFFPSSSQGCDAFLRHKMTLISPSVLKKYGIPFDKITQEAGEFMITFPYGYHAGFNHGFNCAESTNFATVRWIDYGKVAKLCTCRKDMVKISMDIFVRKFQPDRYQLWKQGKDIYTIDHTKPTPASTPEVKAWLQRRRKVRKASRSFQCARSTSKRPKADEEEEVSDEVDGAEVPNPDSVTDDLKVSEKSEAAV
AHR act: AHR activators, primary screen, cell-based, luminescence, luciferase reporter, human | Aryl hydrocarbon receptor (Homo sapiens), P35869 | AHR-responsive luciferase reporter cells | activation, % at 5 µM | hit rate 2.5% among 320,000; in the data active = activation above about 47%;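 note: 0% = vehicle wells and 100% = reference agonist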
* = called active by the depositor; nt = not tested or not shown; & = joins results of further samples.

Codes: A = MEP2-GFP yeast; B = LAP4 TOR yeast; C = proCasp7 act; D = CR mimetic SO; E = RPL19A-GFP yeast; F = proCasp3 act; G = JMJD2C inh; H = AHR act
[1] O=C(Nc1ccc(F)cc1F)c1ccccc1-c1ccccc1
  A: 104; B: 103; C: -2; D: 86; E: 101; F: 9; G: -2; H: 11

[2] O=C1c2ccccc2NC(c2cccs2)N1NS(=O)(=O)c1ccccc1 (stereo unspecified)
  A: 102; B: 99; C: 2; D: 103; E: 106; F: 3; G: 0; H: 0

[3] O=C1CC(C(=O)N2CCc3ccccc32)CN1c1ccc(F)cc1 (stereo unspecified)
  A: 99; B: 91; C: 1; D: 102; E: 99; F: 9; G: 6; H: 15

[4] C=CCc1cccc2cc(C(=O)Nc3cccc(C(=O)O)c3)c(=O)oc12
  A: 105; B: 97; C: -2; D: 118; E: 102; F: 2; G: 0; H: 0

[5] Cc1ccc(S(=O)(=O)NCc2ccc3[nH]c(C)cc3c2)cc1
  A: 96; B: 104; C: 1; D: 86; E: 92; F: 5; G: -1; H: 11

[6] CCOC(=O)c1sc2nc(SCC(=O)NCc3ccco3)n(Cc3ccccc3)c(=O)c2c1C
  A: nt; B: nt; C: -4; D: 74; E: nt; F: 2; G: 0; H: 0

[7] C/C(=N\NC(=O)Cn1ccc(C(F)(F)F)n1)c1ccc(N2CCOCC2)cc1
  A: 101; B: 102; C: 4; D: 113; E: 99; F: 0; G: -1; H: 1

[8] COc1cc(NCCCCCCCN)c2ncccc2c1
  A: 100; B: 92; C: -25; D: 110; E: 89; F: -1; G: 10; H: 11

[9] COc1ccc(S(=O)(=O)N2CCC(NC(=O)OCc3c(Cl)cccc3Cl)CC2)cc1
  A: 100; B: 101; C: -4; D: 99; E: 98; F: 1; G: -10; H: 3

[10] Cc1ccc([N+](=O)[O-])c(OCCCNCC(C)O)c1 (stereo unspecified)
  A: 96; B: 97; C: 1; D: 124; E: 102; F: -10; G: -2; H: 1

[11] Cc1cccc(C)c1NC(=O)CNC(=O)c1cncc(Br)c1
  A: 104; B: 94; C: 6; D: 85; E: 101; F: 8; G: -5; H: 4

[12] Nc1nc(NCC2CCCO2)nc(NCC2CCCO2)c1[N+](=O)[O-] (stereo unspecified)
  A: 100; B: 94; C: 17; D: 105; E: 99; F: 0; G: -36; H: 3

[13] Cc1ccc(CSCCNC(=O)c2ccc(C)cc2)cc1
  A: 94; B: 109; C: 5; D: 94; E: 92; F: -7; G: 27; H: 3

[14] COc1ccc(-n2nc(C(=O)NCC(=O)Nc3cccc(Cl)c3)c3ccccc3c2=O)cc1OC
  A: 107; B: 99; C: -9; D: 100; E: 108; F: -5; G: -11; H: 2

[15] CCCCN1C(=O)c2ccc(C(=O)NC3(C)CCS(=O)(=O)C3)cc2C1=O (stereo unspecified)
  A: 94; B: 93; C: 5; D: 67; E: 94; F: 0; G: 2; H: 1

[16] Cn1c(Cn2c(=O)sc3ccccc32)nnc1SCC(=O)N1CCCC1
  A: 107; B: 100; C: 6; D: 105; E: 100; F: -8; G: -3; H: 5

[17] Cc1[nH][nH]c(=O)c1C(c1c(C)[nH][nH]c1=O)c1cn(Cc2cccc3ccccc23)c2ccccc12
  A: 101; B: 103; C: -25; D: 108; E: 102; F: -10; G: 68*; H: 19

[18] O=C(Cn1nc(C(F)(F)F)cc1C1CC1)Nc1ccccc1F
  A: 96; B: 87; C: 2; D: 101; E: 103; F: -8; G: -8; H: 0

[19] Cn1c(C2=C(O)CN(c3ccccc3)C2=N)nc2ccccc21
  A: 91; B: 110; C: -6; D: 95; E: 100; F: 3; G: 0; H: 6

[20] CC(=O)c1c(N)nc2n(c1=O)CCCCC2
  A: 105; B: 106; C: 6; D: 108; E: 102; F: -4; G: 5; H: -2

Results in LAP4 TOR yeast, CR mimetic SO and RPL19A-GFP yeast (three entries from above):
No.	SMILES	LAP4 TOR yeast	CR mimetic SO	RPL19A-GFP yeast
15	CCCCN1C(=O)c2ccc(C(=O)NC3(C)CCS(=O)(=O)C3)cc2C1=O (stereo unspecified)	93	67	94
19	Cn1c(C2=C(O)CN(c3ccccc3)C2=N)nc2ccccc21	110	95	100
18	O=C(Cn1nc(C(F)(F)F)cc1C1CC1)Nc1ccccc1F	87	101	103

The list goes on.
Codes: A = MEP2-GFP yeast; B = LAP4 TOR yeast; C = proCasp7 act; D = CR mimetic SO; E = RPL19A-GFP yeast; F = proCasp3 act; G = JMJD2C inh; H = AHR act
[21] COc1ccc(C(=O)N2CCOC2CNC(=O)C(=O)NCc2ccc3c(c2)OCO3)cc1 (stereo unspecified)
  A: 108; B: 97; C: -4; D: 92; E: 97; F: 7; G: 4; H: 0

[22] O=C(O)Cc1ccc(C(=O)c2ccccc2)s1
  A: 96; B: 101; C: 3; D: 106; E: 100; F: -1; G: -6; H: 3

[23] CCCCN(CCCC)Cc1ccc(C(=O)NNC(=O)Nc2ccc(F)cc2)o1
  A: 97; B: 110; C: 5; D: 99; E: 99; F: 2; G: -5; H: 0

[24] C=CCNCc1cc(=O)n2c(-c3ccccc3)csc2n1
  A: 95; B: 89; C: 0; D: 97; E: 100; F: -4; G: 1; H: 9

[25] O=c1[nH]c2cc([N+](=O)[O-])c(NCCO)c([N+](=O)[O-])c2[nH]1
  A: 99; B: 104; C: -4; D: 105; E: 97; F: 0; G: 14; H: 7

[26] CCS(=O)(=O)N1CCCC(C(=O)NCC2CCCO2)C1 (stereo unspecified)
  A: 106; B: 103; C: 3; D: 100; E: 93; F: 1; G: 3; H: 0

[27] O=C(CCC(=O)OCC(=O)c1cccc([N+](=O)[O-])c1)Nc1cccc(Cl)c1Cl
  A: 98; B: 97; C: -2; D: 94; E: 104; F: 6; G: 8; H: 15

[28] COc1cc2[nH]c3ccccc3c2cc1C
  A: 98; B: 100; C: 0; D: 86; E: 94; F: 3; G: 26; H: 38

[29] N#Cc1c(C(F)(F)F)cc(-c2ccc(F)cc2)nc1SCC(=O)O
  A: 105; B: 94; C: 7; D: 106; E: 105; F: 0; G: -8; H: 20

[30] Cc1cc(C(=O)NNC(=O)c2ccccc2F)c2ccccc2n1
  A: 98; B: 100; C: 17; D: 90; E: 100; F: 6; G: 10; H: 3

[31] CCN1CCN(C(c2cccnc2)c2cc(Cl)c3cccnc3c2O)CC1 (stereo unspecified)
  A: 107; B: 86; C: 3; D: 74; E: 103; F: 2; G: -7; H: 1

[32] CCN(CC(=O)NCc1ccc(F)cc1)CC(=O)NC1CCCC1
  A: 97; B: 94; C: 1; D: 94; E: 92; F: 0; G: 8; H: -1

[33] N#Cc1c(-c2ccccc2Cl)noc1/C=C/Nc1ccc(C(=O)O)cc1
  A: 103; B: 93; C: -13; D: 90; E: 99; F: -1; G: -9; H: 0

[34] Cc1cc(F)ccc1S(=O)(=O)N1CCCOC1CNC(=O)C(=O)NCc1ccccn1 (stereo unspecified)
  A: 92; B: 91; C: -1; D: 103; E: 99; F: 11; G: -4; H: 4

[35] C=CCc1cccc(CNc2cnc3ccccc3c2)c1O
  A: 100; B: 105; C: -8; D: 104; E: 98; F: -2; G: -8; H: 7

[36] O=C1C(C=Nc2ccc(F)cc2)=C(O)c2ccccc21
  A: 109; B: 109; C: -3; D: 108; E: 93; F: 0; G: -91; H: -5

[37] O=c1c(-c2ccccc2)c(O)c2c(n1-c1ccccc1)CCCC2
  A: 105; B: 95; C: -6; D: 91; E: 106; F: 5; G: 8; H: 0

[38] O=C(Nc1ccccc1)Nc1cccc(C(F)(F)F)c1
  A: 100; B: 98; C: 7; D: 98; E: 95; F: -6; G: 0; H: 4

[39] COc1cc(NC2=Nc3cccc4cccc2c34)cc(OC)c1OC
  A: 100; B: 92; C: -1; D: 109; E: 103; F: 4; G: 0; H: 21

[40] Cc1ccc(C)c(S(=O)(=O)N2CCN(C(=O)CCC(=O)NCc3ccc(Cl)cc3)CC2)c1
  A: 106; B: 117; C: 2; D: 107; E: 107; F: 2; G: 2; H: -2

[41] COc1ccc(Nc2cc(C)nc3nc(C)nn23)cc1Cl
  A: 119; B: 102; C: 4; D: 116; E: 101; F: 8; G: -2; H: 13

[42] COC(=O)C1=C(C)NC(C)=C(C(=O)OC)C1c1cc2cc(C)ccc2[nH]c1=O
  A: 107; B: 96; C: -7; D: 91; E: 105; F: 1; G: 8; H: 5

[43] CC1CCN(S(=O)(=O)c2ccc(C(=O)Nc3ncccc3O)cc2)CC1
  A: 90; B: 93; C: -2; D: 108; E: 95; F: 3; G: 0; H: 3

[44] O=c1c2c(nc3cc(-c4cccc(F)c4)[nH]n13)CCC2
  A: 109; B: 107; C: 5; D: 109; E: 108; F: 2; G: -8; H: 22

[45] CSC1=C(C#N)C(c2cccc(Br)c2)CC(=O)N1 (stereo unspecified)
  A: 115; B: 109; C: 2; D: 95; E: 104; F: 4; G: -6; H: 1

[46] Cn1c(SCC(=O)Nc2cc(C(C)(C)C)nn2-c2ccccc2)nc2ccccc21
  A: 104; B: 98; C: 0; D: 98; E: 106; F: -8; G: 5; H: 3

[47] O=S(=O)(Nc1ccc(Oc2ncccn2)c(Cl)c1)c1ccc(Cl)cc1
  A: 107; B: 107; C: 12; D: 104; E: 102; F: -2; G: -7; H: -1

[48] CCC(C)(C)NC(=O)CN(C(=O)c1snc(C(N)=O)c1N)c1ccc2c(c1)OCO2
  A: 100; B: 100; C: 1; D: 107; E: 102; F: 5; G: 23&4; H: 1

[49] CN(CC(=O)Nc1cccc(S(=O)(=O)NC2=NCCCCC2)c1)Cc1ccc(C(C)(C)C)cc1
  A: 97; B: 93; C: -4; D: 127; E: 116; F: 2; G: 1; H: 0

[50] O=C(NC(=S)NCCN1CCOCC1)c1ccccc1
  A: 102; B: 88; C: 4; D: 98; E: 108; F: 2; G: -9; H: 3

[51] COc1ccc(C(=O)COc2nc(C)cc(C)c2C#N)cc1
  A: 105; B: 101; C: -5; D: 95; E: 100; F: -7; G: 1; H: 47*

[52] CC(=O)c1cc2c(cc1NC(=O)C1CC1)OCO2
  A: 99; B: 96; C: 2; D: 101; E: 95; F: -3; G: -9; H: -1

[53] CCNC(=O)NCCNC(=O)c1cc(OCC(F)(F)F)ccc1OCC(F)(F)F
  A: 102; B: 103; C: 9; D: 103; E: 99; F: 0; G: 0; H: 1

[54] CCC(C)[C@H](NC(=O)NC1CCN(Cc2ccccc2)CC1)C(=O)OC (stereo partly specified)
  A: 108; B: 105; C: 11; D: 102; E: 101; F: 3; G: 0; H: -3
